# AID2073 – disruptors of CaV2.2 binding to Mint1 – biochemical, HTRF (AID 2073); inhibition, % at 20 µM, or IC50 in µM where a hit was titrated; HTRF protein-protein interaction, Mint1-CaV2.2; higher % means a stronger effect; hit rate 0.19% among 290,000; in the data active means inhibition mostly above about 51%, no sharp cut-off; further: some results filed as inactive read as strong as hits
# Yfh1-depleted yeast – mitochondrial function rescue without frataxin homolog – Friedreich's ataxia, plus single-dose screen, dose response (AID 1465); hit rate 0.074% among 220,000; S. cerevisiae Yfh1-off respiration, WST-1 reduction, 72 h; higher fold induction means a stronger effect; fold induction at 50 µM, or EC50 in µM where a hit was titrated;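 active means fold induction of absorbance versus untreated yeast above a set limit, then at least 30% activation at any dose in follow-up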;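 further: activators that raise dye reduction in frataxin-depleted yeast; strong numbers were not always called active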
# WT yeast gro inh – growth inhibition of WT yeast, mitochondrial fusion screen; inhibition, % at 10 µM; hit rate 2.1% among 190,000; mitochondrial fusion phenotypic screen, WT strain; AID 1362; in the data active means inhibition above about 58%; tested in S. cerevisiae
# b-catenin transl – alters nuclear translocation of beta-catenin in HeLa cells | immunofluorescence imaging | nuclear translocation activity, % at 5 µM | hit rate 0.3% among 190,000 | AID 1665;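 active means nuclear translocation activity above 50% at 5 µM, with a well cell count of 50 or more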;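 further: per-cell ratio of nuclear to cytoplasmic median beta-catenin stain intensity; plate controls were DMSO negative control for no effect and GSK-3 inhibitor IX positive control for full effect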
#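 Test system: HeLa cells, endogenous beta-catenin; Compound: single 5 µM dose plus 0.02–20 µM confirmation series; Times: compound exposure 24 h at 37°C; Signal: fluorescence imaging of beta-catenin antibody stain plus DAPI; Read-out: % activation, nuclear-to-cytoplasmic median beta-catenin signal ratio per cell.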
# MT stabilizer – microtubule stabilizers in HeLa cells. % tubulin-high responders, % at 10 µM. hit rate 0.83% among 200,000. HeLa tubulin immunostaining HCS, 24 h; share of cells brighter than vehicle mean+2SD;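 active means plate Z-score above 3 for both tubulin-high and condensed-nucleus cell shares, with cell loss under 80%, at 10 µM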;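 further: anti alpha tubulin signal scored within the nucleus-defined area of each cell; some results filed as inactive read as strong as hits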
# Dynein transport – blocks dynein driven cargo transport along microtubules. z-score, hits read low. AID 1381. hit rate 0.47% among 220,000. 3617.4 mouse cells, GR-EGFP nuclear translocation imaging; test concentration mostly 20 µM; stimulated with dexamethasone, 1 µM; active compounds read low;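 active means plate z-score of nuclear minus cytoplasmic receptor signal below a set negative limit, without overly bright fluorescence or cell loss, cut at about -3.5 in these data, passing the limit was not always enough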;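 further: z-score of nuclear minus cytoplasmic ring GR-EGFP intensity difference per well; some compounds called inactive have numbers as strong as hits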
#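 Buffer or medium: tetracycline-free induction medium containing charcoal-stripped FBS / Reagent: dexamethasone agonist, 1.0 µM final, for 30 min / Technique: automated 10x imaging of fixed Hoechst-stained cells / Times: induction 48 h, compound 1 h, agonist 30 min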
# HIV fusion peptide – inhibitors of HIV fusion peptide binding, primary screen, biochemical, uHTS, fluorescence dequenching (AID 1986); inhibition, % at 20 µM; hits with a dose series show IC50 in µM; cell-free peptide binding, fluorescence dequenching, 30 min; higher % means a stronger effect; hit rate 0.3% among 290,000; in the data active means inhibition mostly above about 52%, no sharp cut-off; inactive means mostly below about 76%; further: some results filed as inactive read as strong as hits
# Insulin prom up – MIN6 insulin promoter up-regulation. AID 1625. MIN6 insulin promoter-GFP reporter, high-content imaging; active compounds read high. hit rate 0.3% among 190,000. z-score at 5 µM;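 active means z-score above 3 at 5 µM with at least 500 cells counted in the well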
# Autophagy HCS – alters autophagy in cells | MEF GFP-LC3 puncta imaging; test concentration mostly 10 µM | hit rate 0.98% among 190,000 | AID 463193 | calls only at 10 µM (by protocol);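 active means percentage of spot-positive cells more than 3 SD above its plate mean, without a fluorescence outlier flag or 80% toxicity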;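 further: spot-positive cell cutoff set from DMSO-treated cells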
# WT yeast gro inh mutant strain – second read-out of WT yeast gro inh, no call of its own (marks repeat the call); inhibition, %; mitochondrial fusion phenotypic screen, mutant strain inhibition
# Dynein transport cytoplasmic EGFP – also measured in Dynein transport; calls as there; z-score; measured here: cytoplasmic GR-EGFP intensity; active compounds read high
# Dynein transport nuclear GR-EGFP – also measured in Dynein transport; calls as there; z-score; measured here: nuclear GR-EGFP intensity;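 lower value marks the stronger effect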
# Dynein transport cell count – recorded beside Dynein transport, whose call it bears; z-score; measured here: cell count per field
# Insulin prom up cell count – also measured in Insulin prom up; calls as there; cell count; measured here: cytotoxicity, nuclei count;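 total cells summed across four imaged fields per well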
# b-catenin transl cell count 5 µM – recorded beside b-catenin transl, whose call it bears; cell count; measured here: cell count, cytotoxicity flag
# MT stabilizer Hoechst-high % – recorded beside MT stabilizer, whose call it bears; % Hoechst-high responders; measured here: nuclear condensation Hoechst responders;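 share of cells brighter than vehicle mean plus two SD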
# MT stabilizer cytotoxicity % – recorded beside MT stabilizer, whose call it bears; toxicity, %; measured here: cytotoxicity by cell density;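 0% = mean cell density of plate MIN control wells and 100% = no cells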
# Autophagy HCS cell loss 18 h – second read-out of Autophagy HCS, no call of its own (marks repeat the call); toxicity, %; measured here: cell loss, nuclei count;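 cell loss after 18 h compound exposure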
# Starred values were filed as active, the others as inactive; i = inactive; . = not tested or not shown.
SMILES,AID2073,Yfh1-depleted yeast,WT yeast gro inh,WT yeast gro inh mutant strain,b-catenin transl,b-catenin transl cell count 5 µM,MT stabilizer,MT stabilizer Hoechst-high %,MT stabilizer cytotoxicity %,Dynein transport,Dynein transport cytoplasmic EGFP,Dynein transport nuclear GR-EGFP,Dynein transport cell count,HIV fusion peptide,Insulin prom up,Insulin prom up cell count,Autophagy HCS,Autophagy HCS cell loss 18 h
CCC(CC)C(=O)N(CCc1ccc(OC)cc1)Cc1nc2ccccc2c(=O)[nH]1,0%,i,16,4,.,.,2.1,1.1,1.4,0.016,-0.22,0.69,-0.31,3.1%,-0.33,877,i,-3
Cc1ccccc1-c1cc(-c2ccccc2O)on1,7%,i,74,76,-2.5,1397,3.4,2.5,5.2,-0.65,-0.15,0.36,0.53,-3.6%,0.1,1486,i,21
CCN(CC)Cc1cc(O)c(CN(CC)CC)cc1O,.,i,0,3,-4.6,1066,4.0,1.4,8.9,-4.9*,2.4*,-2.5*,-0.9*,42%,0.73,1530,i,-9
CC(=O)Nc1ccc(SCC(=O)O)cc1,-9%,i,-3,0,-0.4,1128,1.8,2.4,5.0,2.2,-0.24,1.1,-2,0.4%,0.28,1247,i,1
O=C(NCc1ccco1)C12CN(Cc3ccccc3)CC1C(c1ccc([N+](=O)[O-])cc1)=NO2 (stereo not drawn),-3%,i,-11,-5,.,.,4.0,1.6,3.7,1.2,-0.18,0.43,-1.7,1.2%,.,.,i,-19
OCCCCNCc1cc(Br)ccc1OCc1ccccc1,0%,i,-2,-3,0.9,975,1.7,2.1,13,-0.55,-0.26,-0.28,0.92,-0.5%,-0.04,1460,i,-17
Cn1c(=O)cc(SCC(=O)NCCC2=CCCCC2)c2ccccc21,4%,i,2,-2,-0.1,957,3.4,3.0,9.7,-0.54,-0.33,-0.52,0.61,-0.7%,-0.05,1282,i,-9
CC(C)NOC(=O)c1ccc(Cl)cc1,-6%,i,8,13,-0.1,1124,2.5,3.0,3.3,0.43,-0.32,0.16,-1.1,-0.1%,-0.23,1177,i,-3
CCCC(C)C(=O)N(Cc1ccccc1)c1ccccn1 (stereo not drawn),28%,i,9,0,1.0,1192,1.6,1.2,8.5,0.17,-0.19,0.45,-0.033,-2.4%,.,.,i,-2
COc1ccc(C2C3=C(CC(c4ccco4)CC3=O)Nc3ccccc3N2C(C)=O)cc1 (stereo not drawn),16%,i,10,-4,-3.7,914,2.4,1.5,6.7,2.7,-0.15,1.1,-1.2,0.2%,-0.32,1246,i,1
Cc1c(/C=N\NC(=O)c2ccc(F)cc2)cnn1C,-2%,i,-5,-30,-1.3,523,1.8,1.9,1.7,-0.019,-0.19,-0.26,-0.14,0.9%,0.65,1234,i,19
OCCC1CN(Cc2cccc(-c3ccco3)c2)CCN1Cc1ccsc1 (stereo not drawn),-3%,i,3,0,1.0,1568,1.3,2.1,8.9,0.43,-0.19,0.087,-0.68,9.1%,-0.39,1206,i,4

# Ordered by count of non-hydrogen atoms (low to high): part of the list above.
SMILES,AID2073,Yfh1-depleted yeast,WT yeast gro inh,WT yeast gro inh mutant strain,b-catenin transl,b-catenin transl cell count 5 µM,MT stabilizer,MT stabilizer Hoechst-high %,MT stabilizer cytotoxicity %,Dynein transport,Dynein transport cytoplasmic EGFP,Dynein transport nuclear GR-EGFP,Dynein transport cell count,HIV fusion peptide,Insulin prom up,Insulin prom up cell count,Autophagy HCS,Autophagy HCS cell loss 18 h
CC(C)NOC(=O)c1ccc(Cl)cc1,-6%,i,8,13,-0.1,1124,2.5,3.0,3.3,0.43,-0.32,0.16,-1.1,-0.1%,-0.23,1177,i,-3
CCN(CC)Cc1cc(O)c(CN(CC)CC)cc1O,.,i,0,3,-4.6,1066,4.0,1.4,8.9,-4.9*,2.4*,-2.5*,-0.9*,42%,0.73,1530,i,-9
CCC(CC)C(=O)N(CCc1ccc(OC)cc1)Cc1nc2ccccc2c(=O)[nH]1,0%,i,16,4,.,.,2.1,1.1,1.4,0.016,-0.22,0.69,-0.31,3.1%,-0.33,877,i,-3
O=C(NCc1ccco1)C12CN(Cc3ccccc3)CC1C(c1ccc([N+](=O)[O-])cc1)=NO2 (stereo not drawn),-3%,i,-11,-5,.,.,4.0,1.6,3.7,1.2,-0.18,0.43,-1.7,1.2%,.,.,i,-19

# Next part
SMILES,AID2073,Yfh1-depleted yeast,WT yeast gro inh,WT yeast gro inh mutant strain,b-catenin transl,b-catenin transl cell count 5 µM,MT stabilizer,MT stabilizer Hoechst-high %,MT stabilizer cytotoxicity %,Dynein transport,Dynein transport cytoplasmic EGFP,Dynein transport nuclear GR-EGFP,Dynein transport cell count,HIV fusion peptide,Insulin prom up,Insulin prom up cell count,Autophagy HCS,Autophagy HCS cell loss 18 h
N#Cc1c(C(F)(F)F)cc(=O)[nH]c1SCC(=O)O,0%,i,-8,10,-3.7,1069,4.5,3.6,8.3,-0.84,-0.15,-0.028,0.89,3.4%,0.65,1284,i,0
Cc1ccc(OCCOC(=O)Nc2ccccc2)cc1,4%,i,-5,11,-1.0,1039,0.9,2.1,7.2,0.18,-0.14,0.21,0.61,0.1%,0.69,1465,i,3
O=C(CSc1n[nH]c(=O)[nH]c1=O)N/N=C/c1ccccc1O,9%,i,-6,-6,-3.3,586,1.4,2.2,3.6,0.074,-0.23,0.74,-0.13,2.5%,0.1,1374,i,3
Cc1ccc(S(=O)(=O)NNC(=O)c2snnc2C)cc1,0%,i,23,12,2.4,1076,2.7,2.9,9.2,-0.17,0.044,0.062,0.13,1.0%,.,.,i,9
COc1cccc(C(=O)C2CCCN(C(=O)CCc3scnc3C)C2)c1 (stereo not drawn),-3%,i,15,0,-1.4,1014,2.5,1.3,0.3,-0.17,-0.26,0.18,-0.44,0.0%,-0.07,1344,i,-11
CC(C)COC(=O)Nc1nnc(SCc2ccccc2F)s1,3%,i,-2,-7,1.1,1107,1.6,1.8,9.5,-0.17,-0.21,-0.27,0.44,-1.9%,0.74,849,i,-6
CCOC(=O)C1CCN(CC(=O)N2C(C)CCCC2C)CC1 (stereo not drawn),-3%,i,-10,-12,0.9,1112,3.0,2.4,0.7,1.8,-0.091,1.4,-0.69,0.7%,-0.36,1006,i,17
CCOC(=O)C1=C(Cc2ccc(F)cc2)C(=O)c2ccccc2C1=O,76%,36µM*,16,12,.,.,1.3,0.8,2.5,-1.7,0.0013,-0.85,2.2,0.0%,1.6,961,i,-11
CCOC(=O)NC(N(O)c1cccc(Cl)c1)C(Cl)(Cl)Cl (stereo not drawn),-24%,i,.,.,-4.8,1247,.,.,.,-0.98,-0.26,-0.48,0.69,0.0%,0.12,1371,.,.
CN(C)C(=O)CSc1nnc(-c2ccc(F)cc2)c2ccccc12,9%,i,.,.,-0.5,1291,.,.,.,-0.94,-0.23,-0.66,0.33,-0.8%,0.7,1199,.,.
CCc1ccc(OCC(=O)NCc2ccco2)c(Br)c1,8%,i,4,-5,4.0,1192,3.2,3.2,23,-0.51,-0.21,-0.39,-0.071,5.9%,0.69,1238,i,10
COC(=O)c1ccccc1NC(=O)C(=O)NCc1ccncc1,5%,i,-9,7,0.0,1387,3.5,3.4,2.1,1.9,-0.12,1.6,-2.4,1.4%,0.04,1385,i,-1
Cn1c(=O)c2c(nc(CN3CCOCC3)n2CCc2ccccc2)n(C)c1=O,-3%,i,-4,0,1.4,679,2.3,1.7,14,0.44,-0.47,0.38,-0.66,-2.0%,-0.08,952,i,15
COc1c(C)cc(Br)cc1C(=O)Nc1ccccc1N1CCN(C(=O)c2ccccc2)CC1,21%,i,39,6,0.6,1501,3.0,2.1,9.6,0.52,-0.11,0.66,-0.32,1.5%,-1,1412,i,-24
CC(C)N(C)NC(=S)Nc1ccccc1,-8%,i,-9,9,.,.,1.7,1.9,2.6,1.1,-0.28,0.03,-0.41,-2.1%,0.01,1174,i,-2
COc1ccc(/C=N/NC(=O)CNC(=O)COc2ccccc2)cc1,-3%,i,4,-5,-2.2,1154,2.2,4.2,5.8,0.66,-0.14,0.59,-0.89,-0.2%,-0.02,1505,i,12
O=C(N/N=C/c1ccccn1)c1cc(-c2ccccc2)nc2ccccc12,10%,i,.,.,-0.2,1373,.,.,.,2.4,-0.11,1.6,-1.6,0.1%,0.03,949,.,.
COC(=O)Cn1cnc2ccccc2c1=O,-4%,i,4,1,.,.,1.3,1.7,7.9,-0.33,-0.16,-0.086,0.6,1.2%,0.03,988,i,-3
O=C(COC(=O)/C=C/c1ccc(F)cc1)NCc1ccco1,9%,i,-7,18,-3.9,1049,3.4,2.4,2.7,0.28,-0.34,0.3,0.27,-1.9%,.,.,i,27
O=c1[nH]ncc2c3ccccc3n(Cc3ccc(F)cc3)c12,-7%,i,7,1,1.5,859,3.8,1.4,7.5,-0.075,-0.29,0.31,-0.37,-4.0%,0.78,1499,i,9
O=C(CC(NCCc1ccccc1)C(=O)O)Nc1ccc(O)cc1 (stereo not drawn),-8%,.,-9,-6,1.4,880,1.2,1.2,9.6,0.34,0.0061,0.08,-0.2,0.2%,0.83,874,i,-9
Cc1cccc(NC(=S)N(CCN(C)C)Cc2cc3cccc(C)c3[nH]c2=O)c1,-10%,i,-1,17,2.2,1133,1.5,1.7,6.3,-0.061,-0.22,0.27,-0.019,-0.9%,-1.6,1507,i,1
O=S1(=O)N=C(N/N=C/C=C/c2ccccc2)c2ccccc21,16%,i,-2,-4,-1.9,1068,3.7,3.3,9.9,-0.053,-0.23,0.015,0.64,9.6%,-0.05,1485,i,-12
COc1ccc(-c2cc(C(=O)O)sc2C)cc1,12%,i,2,9,2.0,580,5.1,0.9,0.2,2.9,-0.14,1.5,-1.3,2.1%,.,.,i,31
O=C(Nc1nccc(-c2cccs2)n1)c1cccs1,-8%,.,0,2,0.4,1313,7.3,4.1,2.1,-0.35,0.12,0.57,0.68,-1.1%,-0.28,1591,i,-5
O=C(Nc1nnc(Cc2ccc(Cl)cc2)s1)C1CCCO1 (stereo not drawn),2%,i,8,3,1.1,1483,2.8,2.0,3.5,0.29,-0.29,0.15,0.33,-0.7%,0.33,1317,i,-19
